ELG1 DNA repair = qHTS screen for small molecules that inhibit ELG1-dependent DNA repair in human embryonic kidney (HEK293T) cells expressing luciferase-tagged ELG1 | Potency, µM (doses to about 46.1 µM), without a hit: at the highest dose activity change, negative = inhibition, hits mostly inhibitors | 2.3% of 330,000 active | AID 504467, 2011 | HEK293T ELG1-luciferase reporter, luminescence, 16 h; DNA damage induced by 5-fluorouridine; note: potency is the fitted concentration of half-maximal effect; % is set by controls: 0 for no effect and ±100 for the full control effect; nearly all actives have a fitted effect of over 55% in size
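DMSO vehicle served as the neutral condition. Each well held 2,000 cells given 5-fluorouridine plus compound; after 16 hr at 37 °C/5% CO2, ONE-Glo was added and luciferase measured 30 min later.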
Mito fusion act = qHTS Assay for Small Molecule Inhibitors of Mitochondrial Division or Activators of Mitochondrial Fusion | 0.23% of 320,000 active | Potency, µM (doses to about 46.1 µM), for the others: at the highest dose growth rescue (activation), most hits filed as activators | S. cerevisiae fusion-defective mutant growth rescue, CellTiterGlo 48 h;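 note: potency is the fitted concentration of half-maximal effect; % of control where 0% means no effect; nearly all actives have a fitted effect of over 45% in size; temperature-sensitive fusion mutants such as fzo1-1 at 37 °C on non-fermentable ethanol glycerol medium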
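Luminescent cell viability in 1536-well qHTS format served as the measure of rescued growth in ts fusion-mutant S. cerevisiae cultured on non-fermentable YPEG for 48 hours at 37C.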
RORg inh = qHTS for inhibitors of ROR gamma transcriptional activity; Drosophila S2 Gal4-RORgamma UAS-luciferase reporter, 20 h; Nuclear receptor ROR-gamma (Mus musculus), P51450; 5.4% of 310,000 active; Potency, µM (titrated, usually from 53.6 µM), inactives show at the top dose activity change, negative = inhibition, usual class: inhibitors; AID 2551, 2010; note: potency is the fitted concentration of half-maximal effect; % is set by controls: 0 for no effect and ±100 for the full control effect; nearly all actives have a fitted effect of over 60% in size
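ROR gamma transcriptional activity was tracked as Gal4-UAS luciferase output in stably transfected Drosophila Schneider cells, with compound added 1 hr before 700 uM copper sulfate induction and a 20 hr ambient-temperature incubation.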
VP16 counter = VP16 counterscreen qHTS for inhibitors of ROR gamma transcriptional activity | AID 2546, 2010 | 3.5% of 310,000 active | Drosophila S2 Gal4-VP16 UAS-luciferase, luminescence, 20 h | Potency, µM (series often up to 53.6 µM), for inactives: at the highest dose activity, negative = inhibition, actives largely listed as inhibitors;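 note: Gal4-VP16 expression switched on by copper sulfate through the metallothionein promoter; potency is the fitted concentration of half-maximal effect; % is set by controls: 0 for no effect and ±100 for the full control effect; nearly all actives have a fitted effect of over 50% in size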
NPC1 promoter act = qHTS Assay for NPC1 Promoter Activators; Huh7 NPC1 promoter luciferase reporter, 24 h; Potency, µM (series often up to 9.22 µM), without a hit: at the top dose activation, hits mostly activators; 2.4% of 320,000 active;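 note: potency is the fitted concentration of half-maximal effect; % of control where 0% means no effect; nearly all actives have a fitted effect of over 60% in size; reporter is driven by a mutant NPC1 promoter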
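Stable NPC1-promoter luciferase Huh7 line; cpd (DMSO) 24 h, 37 °C, 5% CO2; Amplite luciferase reagent 10 min RT; luminescence readout. qHTS format.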
MBNL1-CUG inh = qHTS Assay for Inhibitors of MBNL1-poly(CUG) RNA binding; Potency, µM (titrated, usually from 57.5 µM), for the others: at the highest dose activity change, negative = inhibition, actives largely listed as inhibitors; 0.036% of 280,000 active; TR-FRET MBNL1-His/biotin-(CUG)12 binding, 665/545 ratio; Muscleblind-like protein 1 (Homo sapiens), Q9NR56; active = well fitted inhibition curve with a large enough effect in the signal ratio, with a control signal flat, not every such curve was filed as active; inconclusive = small, poorly fitted or top-dose-only effect, or effect the other way, or a change in a side signal; inactive = no such curve, though single readings can be large or run the other way; the % refers to the signal ratio; note: potency is the fitted concentration of half-maximal effect; % is set by controls: 0 for no effect and ±100 for the full control effect
Target sequence (Q9NR56 whole entry, looked up): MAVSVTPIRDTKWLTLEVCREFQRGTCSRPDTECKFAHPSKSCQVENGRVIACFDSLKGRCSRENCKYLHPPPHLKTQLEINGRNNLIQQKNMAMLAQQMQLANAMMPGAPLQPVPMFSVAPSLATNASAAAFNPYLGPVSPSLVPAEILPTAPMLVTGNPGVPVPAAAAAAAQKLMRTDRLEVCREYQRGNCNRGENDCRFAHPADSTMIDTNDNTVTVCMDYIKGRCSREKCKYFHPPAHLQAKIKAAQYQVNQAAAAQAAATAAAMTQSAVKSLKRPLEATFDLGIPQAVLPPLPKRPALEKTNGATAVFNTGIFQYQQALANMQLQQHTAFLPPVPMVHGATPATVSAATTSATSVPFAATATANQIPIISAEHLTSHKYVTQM
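Compound titration spanned 92 nM–58 uM against the MBNL1-His/biotin-(CUG)12 complex. After 60 min at room temperature with 5 nM streptavidin-XL665 and 0.055 ng/ul terbium anti-His, ratiometric 665/545 nm emission (Ex 340 nm) normalized to controls.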
FLuc modulator = qHTS profiling assay for firefly luciferase inhibitor/activator using purifed enzyme and Km concentrations of substrates (counterscreen for miR-21 project) | Luciferin 4-monooxygenase (Photinus pyralis), P08659 | purified FLuc, Km substrates, luminescence inhibition | Potency, µM (series often up to 57.5 µM), for inactives: at the highest dose activity change, negative = inhibition, usual class: inhibitors | 6.9% of 360,000 active;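 note: potency is the fitted concentration of half-maximal effect; plate controls were vehicle for no effect and reference inhibitor for full effect; nearly all actives have a fitted effect of over 55% in size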
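Purified P. pyralis luciferase (10nM final) with 10uM D-luciferin and 10uM ATP (Km levels) in 50mM Tris acetate pH 7.5, 10mM Mg acetate, 0.01% Tween-20, 0.05% BSA; qHTS 6-point titration, ~60 µM downward; luminescence read.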
Rab9 prom act = qHTS Assay for Rab9 Promoter Activators | AID 485297, 2010 | 2.8% of 320,000 active | Potency, µM (series often up to 9.22 µM), inactives show top-dose activation, negative = inhibition, hits mostly activators | Huh7 Rab9 promoter-luciferase reporter, luminescence, 24 h; note: potency is the fitted concentration of half-maximal effect; % of control where 0% means no effect; nearly all actives have a fitted effect of over 60% in size
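Quantitative HTS format; Huh7 Rab9-luciferase reporter cells (1500/well) receive compound 2 h post-plating, incubate 24 h at 37 °C, then get luciferase reagent for 10 min before luminescence reading.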
Menin MLL FP TR = qHTS Assay for Inhibitors Targeting the Menin-MLL Interaction in MLL Related Leukemias: Competition With Texas Red Labeled MLL-derived Mutant Peptide. Menin + Texas Red MLL mutant peptide, fluorescence polarization. Potency, µM (doses to about 61.6 µM), inactives show at the highest dose FP activity change, negative = inhibition, usual class: inhibitors. 0.23% of 270,000 active. AID 1768, 2009; active = well fitted inhibition curve with a large enough effect in the polarisation, with a control signal flat, not every such curve was filed as active; inconclusive = small, poorly fitted or top-dose-only effect, or effect the other way, or a change in a side signal; inactive = no such curve, though single readings can be large or run the other way; the % refers to the polarisation; note: potency is the fitted concentration of half-maximal effect; % of control where 0% means no effect; many of its hits are not listed in these tables
PKM2 activator = qHTS Assay for Activators of Human Muscle isoform 2 Pyruvate Kinase | Pyruvate kinase PKM (Homo sapiens), P14618 | purified PKM2, Kinase-Glo ATP luminescence, activation; response scale: 0% is enzyme alone, no compound | Potency, µM (titrated, usually from 57.5 µM), without a hit: at the highest dose activation, actives largely listed as activators | 0.34% of 260,000 active | AID 1631, 2009; note: potency is the fitted concentration of half-maximal effect; % is set by controls: 0 for no effect and ±100 for the full control effect; nearly all actives have a fitted effect of over 55% in size
Target sequence (P14618 whole entry, looked up, canonical isoform): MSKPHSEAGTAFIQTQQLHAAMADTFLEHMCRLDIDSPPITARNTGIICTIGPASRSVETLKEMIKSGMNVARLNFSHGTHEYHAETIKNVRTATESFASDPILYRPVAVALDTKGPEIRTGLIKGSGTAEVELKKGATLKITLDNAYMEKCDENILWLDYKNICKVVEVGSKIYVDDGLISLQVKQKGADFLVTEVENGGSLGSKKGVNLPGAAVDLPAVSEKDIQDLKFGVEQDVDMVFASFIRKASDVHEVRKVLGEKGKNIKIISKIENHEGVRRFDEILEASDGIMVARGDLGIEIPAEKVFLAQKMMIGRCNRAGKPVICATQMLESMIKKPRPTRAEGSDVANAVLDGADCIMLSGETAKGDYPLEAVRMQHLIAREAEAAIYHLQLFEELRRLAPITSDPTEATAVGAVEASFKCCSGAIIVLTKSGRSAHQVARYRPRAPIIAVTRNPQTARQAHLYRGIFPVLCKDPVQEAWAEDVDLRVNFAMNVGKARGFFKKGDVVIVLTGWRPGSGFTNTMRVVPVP
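hPK-M2, >95% pure; 0.1 mM ADP / 0.5 mM PEP final; imidazole pH7.2 buffer w/ 7 mM MgCl2, 50 mM KCl; 1 h RT; Kinase-Glo lum. Intermediate enzyme activity for dual inhibitor/activator qHTS.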
KCNH2 3.1 inh = qHTS for Inhibitors of KCHN2 3.1: Mutant qHTS; Potassium voltage-gated channel subfamily H member 2, brain isoform KCNH2 3.1 (human); AID 720553, 2013; 0.95% of 340,000 active; activity change, % (tested at about 1.8 µM); U2OS KCNH2 3.1, thallium flux FluxOr; hits give low values;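 active = maximum activity change below -70%; inconclusive = maximum activity change from -70% to -50%; inactive = maximum activity change above -50%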;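 note: thallium influx rate constant from kinetic fluorescence after stimulation buffer; % is set by controls: 0 for no effect and ±100 for the full control effect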
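Channel expression came from 3.1 mutant virus (1.77 x 10^8 /mL) applied to suspended U2OS cells for 4 h. Flux was tracked with FluxOr dye plus Red40 quencher, and kinetic rate constants normalized to controls.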
* hit, by the source's call; u = inconclusive; x = no result given; [ ] = dose if it differs, or a comment. Unless noted, calls come from the whole dose curve; as a rule, active = well fitted curve in the direction sought with a large enough effect; inconclusive = small, poorly fitted or top-dose-only effect, or another doubt; inactive = no such curve, though single readings can be large; an effect the other way counts as inactive or inconclusive. Only part of the results is shown, so the mix of outcomes need not match the whole.

Order of results: ELG1 DNA repair, Mito fusion act, RORg inh, VP16 counter, NPC1 promoter act, MBNL1-CUG inh, FLuc modulator, Rab9 prom act, Menin MLL FP TR, PKM2 activator, KCNH2 3.1 inh
> c1ccc(-c2noc(-c3ccc4ccccc4c3)n2)nc1
    u, -3%, 2.5µM*, 2.2µM*, -25%, u, 0.067µM*, -22%, -9%, -41%, -14
> Cc1ccccc1N1CC(=O)N(c2ccccc2C)CC1=O
    8%, -1%, -25%, 12%, -2%, -3%, 7%, -3%, 1%, -1%, 15
> CC1CN(c2sc(S(C)(=O)=O)nc2S(=O)(=O)c2ccc(Cl)cc2)CC(C)O1 (centres undefined)
    7%, 0%, -16%, 1%, 7%, -1%, 4%, -2%, x, x, -11
> COc1ccc(OC)c(CNC(=O)CCCc2cn(C)c3ccccc23)c1
    -2%, 27%, 14%, -6%, 1%, u, 3%, -6%, -4%, -14%, 20
> CC(C)CN1C(=O)C(=Nc2cccnc2)c2ccccc21
    10%, 20%, 27%, 2%, 3%, u, 7%, 2%, 0%, -31%, -6
> COc1ccc(C(=O)NCC(c2ccco2)N2CCc3ccccc32)cc1OC (centres undefined)
    u, 2%, x, x, -2%, x, 10%, 2%, x, x, -13
> CN(C(=O)COC(=O)c1ccc2c(c1)OCCO2)C1CCCCC1
    u, 4%, x, x, -3%, x, u, -4%, x, x, 7
> COCCn1c(C)cc2c(c1=O)C(c1ccccc1F)C(C#N)=C(N)O2 (centres undefined)
    -17%, 1%, 13%, 2%, 3%, 10%, 5%, 7%, -1%, -2%, -16
> CCN(CC(=O)Nc1ccc(OC)cc1)C(=O)Cc1ccc(OC)c(S(=O)(=O)N2CCOCC2)c1
    21%, -1%, x, x, 1%, x, -11%, -3%, x, x, 3
> NS(=O)(=O)c1ccc(NC(=O)c2cc(-c3cc(Cl)ccc3O)n[nH]2)cc1
    5.2µM*, 21%, 3%, -19%, 9%, -11%, -5%, -2%, u, x, 4
> CC(=O)Nc1cccc(OCC(O)Cn2c(C)nc3ccccc32)c1 (centres undefined)
    u, -5%, u, -10%, -2%, 10%, -2%, -5%, -24%, 0%, -2
> Cc1ccc2c(Cl)cc(Cl)c(OCC(=O)N3CCCC3)c2n1
    -1%, 0%, 14µM*, u, -8%, 12%, 2%, 0%, u, 3%, -2
> S=c1[nH]nc(C2CCCCC2)n1/N=C/c1ccco1
    -7%, 0%, u, u, -3%, 10%, -2%, 2%, 2%, -14%, -3
> O=C(CCn1cnc2ccccc21)N/N=C/C=C/c1ccccc1
    -13%, -1%, 0%, 14%, 1%, u, -12%, 0%, x, 4%, -17
> Cc1noc(-c2ccccc2)c1NC(=O)Nc1ccc(Cl)cc1
    u, -1%, 7%, -6%, 1%, -6%, -1%, -3%, x, -2%, 3
> CN1CCN(c2ccc(NC(=O)COc3cccc4ccccc34)cc2)CC1
    -2%, -8%, u, 6%, -6%, 5%, -19%, 2%, -19%, 1%, -35
> COC(=O)c1ccc(NC(=O)Cn2nnc3ccccc32)cc1
    u, -4%, u, 5%, 3.5µM*, -16%, 4.3µM*, 2.8µM*, 4%, -1%, -16
> Oc1ccc(N=Nc2ccccc2)o1
    17%, -33%, u, 16µM*, -16%, -5%, -17%, -8%, 15%, x, 3
> CCCC(=O)N1CC(=O)Nc2ccc(C)cc2C1c1ccccc1 (centres undefined)
    0%, -19%, -26%, 1%, -3%, -10%, 2%, 0%, -29%, x, 1
> Cc1nc(NC(=O)C(C)Oc2cccc(Cl)c2)sc1C(=O)N(C)C (centres undefined)
    u, 4%, 37%, 12%, -4%, -11%, -19%, -5%, -3%, 2%, 15

The list goes on:
Order of results: ELG1 DNA repair, Mito fusion act, RORg inh, VP16 counter, NPC1 promoter act, MBNL1-CUG inh, FLuc modulator, Rab9 prom act, Menin MLL FP TR, PKM2 activator, KCNH2 3.1 inh
> O=C(CCNC(=O)c1ccco1)Nc1ccccc1
    -11%, -1%, -21%, -12%, -4%, -2%, -2%, -2%, -9%, x, -23
> C=CCNC1=C(Cl)C(=O)N(Cc2ccccc2)C1=O
    3%, 3%, 9%, -3%, 0%, u, -2%, 3%, 5%, 4%, 2
> O=C(O)c1cc(S(=O)(=O)N2CCN(c3ccccn3)CC2)ccc1Cl
    -4%, -1%, 12%, -6%, 0%, -2%, -8%, -1%, 2%, u, 6
> CC(C)(C)C(=O)/C=c1\[nH]c(=O)/c(=C\c2ccc(C#N)cc2)s1
    u, 10%, u, u, 0%, u, -9%, -2%, u, 0%, -6
> COc1ccccc1OCCC(=O)NNC(=O)c1ccccc1F
    12%, -2%, x, x, -2%, x, 2%, 2%, x, x, -7
> O=C(Cc1cccs1)Nc1nc2c(ccc3ccccc32)s1
    12%, 11%, -16%, u, 13%, 5%, -8%, 24%, u, 28%, -1
> CCOc1ccc(C(=O)N(c2ccccn2)C2CCCCC2)cc1
    -17%, -1%, 26%, 2%, -41%[inhibitor], -6%, 2%, -5%, -14%, -6%, -4
> CN(C)C1(CNC(=O)C2CCN(S(=O)(=O)c3ccccc3C(F)(F)F)CC2)CCCCC1
    0%, 1%, 2%, -3%, 4%, -12%, 2%, -6%, x, -11%, -16
> COc1cccc(/C=N/NC(=O)CNC(=O)c2ccncc2)c1O
    -15%, -4%, 16µM*, u, -3%, 20%, -10%, -6%, u, 11%[0.46 µM], 17
> Cc1ccc(NC(=O)CNC(c2ccccc2)c2ccccc2)c(F)c1
    -18%, -7%, -21%, -2%, -1%, 8%, 2%, -2%, -3%, 1%, 3
> Cc1ccc2c3c(c(SCC(=O)Nc4nonc4C)nc2c1)CCCC3
    11%, 3%, -3%, 10%, -2%, -1%, 0%, 0%, u, -2%, -49
> COc1ccccc1NC(=O)CSc1nc2c(oc3ccccc32)c(=O)n1C
    u, -16%, 33%, -7%, 2%, 7%, -6%, -9%, x, x, -8
> CCOC(=O)Cc1csc(NS(=O)(=O)c2ccc3ccccc3c2)n1
    0%, -1%, u, u, 1%, x, 1%, -3%, u, 9%, -14
> Cc1ccc(S(=O)(=O)N2CCC(C(=O)N[C@H](C(=O)NCc3ccco3)C(C)C)CC2)cc1
    -4%, 3%, -4%, -6%, -3%, 0%, 3%, -8%, -24%, -2%, 14
> CC(C)Cn1nnc2c(=O)oc3ccccc3c21
    16%, 3%, -9%, -5%, 4%, -11%, -2%, -2%, x, -1%, 4
> CCNc1nc(N)c(C(=O)C23CC4CC(CC(C4)C2)C3)s1
    -12%, 4%, 3%, -4%, 3%, 5%, u, -5%, x, -2%, -33
> O=C(CN1C(=O)c2ccccc2C1=O)NCC1COc2ccccc2O1 (centres undefined)
    9%, -1%, -2%, 12%, -3%, 12%, 5%, -8%, -4%, 2%, u
> CCc1cc(=O)oc2cc(OCC(=O)NCCCN3CCCC3=O)c(Cl)cc12
    15%, 2%, 7%, -9%, -15%, -2%, 0%, -3%, x, x, 0
> CCn1nnnc1SCC(=O)c1cc(Cl)ccc1OC
    0%, 8%, 6%, -6%, -4%, 0%, 3%, -6%, 0%, -2%, 2
> Cc1ccccc1NC1C=CS(=O)(=O)C1 (centres undefined)
    -6%, -1%, 0%, 4%, 2%, -6%, 12%, 0%, 5%, -1%, -14
